Source: PubChem (Sanford-Burnham Center for Chemical Genomics)
APJ antagonist = antagonists of human apelin receptor APJ, primary screen, CHO-K1 cells, beta-arrestin complementation, luminescence. P35414. inhibition, % at 20 µM. hit rate 0.32% among 330,000. AID 2521, 2010;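 active = inhibition above about 40% at 20 µM, limit read from the data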;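 note: cells challenged with 10 nM apelin-13 agonist together with compound; plate controls were apelin-13 plus DMSO wells for no effect and DMSO wells lacking apelin-13 for full effect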
Target sequence (P35414 whole entry, looked up): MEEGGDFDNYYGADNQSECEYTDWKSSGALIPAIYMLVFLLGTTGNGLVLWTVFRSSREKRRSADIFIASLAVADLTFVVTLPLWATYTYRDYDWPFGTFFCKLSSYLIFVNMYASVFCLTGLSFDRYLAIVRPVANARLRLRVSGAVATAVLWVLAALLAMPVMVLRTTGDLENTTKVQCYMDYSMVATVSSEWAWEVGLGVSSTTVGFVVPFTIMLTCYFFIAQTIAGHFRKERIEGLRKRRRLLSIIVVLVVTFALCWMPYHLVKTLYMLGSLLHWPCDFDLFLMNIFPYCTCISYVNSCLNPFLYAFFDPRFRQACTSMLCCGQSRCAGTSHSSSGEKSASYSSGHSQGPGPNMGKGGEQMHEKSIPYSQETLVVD
APJ agonist = agonists of human apelin receptor APJ, primary screen, CHO-K1 cells, PathHunter beta-arrestin, luminescence. 0% DMSO wells, 100% apelin. activation, % at 20 µM. hit rate 0.11% among 330,000;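 active = activation more than six SD over the plate average, tested at 20 µM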;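 note: 0% = DMSO alone and 100% = apelin-13 at 10 nM; some results filed as inactive read as strong as hits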
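Test system: CHO-K1 APJ beta-arrestin complementation cell line | Compound: Single test compound dose, 20 µM final, 1% DMSO | Incubation: Compound 90 min 25 °C, reagent 1 h | Measured by: beta-gal luminescence | Read-out basis: APJ–arrestin association signal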
UPR XBP1 act = activators of adaptive XBP1 UPR arm, primary screen, cell-based, CHO-XBP1 luciferase reporter, luminescence, uHTS. IRE1-XBP1 UPR activation; percent of tunicamycin response, DMSO as zero. activation, % at 20 µM. hit rate 0.33% among 330,000. AID 463104, 2010;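 active = versus positive control, 20 µM dose yields 30% or more activation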;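 note: 100% = tunicamycin at 10 µg/mL and 0% = DMSO only wells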
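Material: CHO-XBP1 cells stably carrying IRE1-XBP1-driven luciferase reporter / Amount: 1000 cells per well / Compound: 20 µM, 1% DMSO / Times: 6 h treatment, 37 °C / Detection: luciferase luminescence / Measure: % activation of reporter signal versus tunicamycin and DMSO controls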
EBI2 antag = EBI2 receptor antagonists, beta-arrestin recruitment, primary screen, cell-based, luminescence, 7a,25-OHC stimulation, uHTS; G-protein coupled receptor 183 (Homo sapiens), P32249; inhibition, % at 5 µM; AID 651636, 2012; hit rate 0.81% among 360,000; 7a,25-OHC stimulated; in the data active = inhibition above about 38%;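 note: enzyme fragment complementation signal reports receptor beta-arrestin coupling in cells; 0% = agonist plus DMSO wells and 100% = wells without agonist; some results beyond the cut were filed as inactive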
CXCR6 inh = CXCR6 receptor inhibitors, primary screen, cell-based, beta-arrestin, luminescence, CHO-K1 PathHunter, 1536-well | inhibition, % at 20 µM | C-X-C chemokine receptor type 6 (Homo sapiens), O00574 | hit rate 0.36% among 360,000; in the data active = inhibition above about 34%, passing the limit was not always enough;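 note: antagonist mode with CXCL16 agonist at 10 nM final; 0% = 10 nM CXCL16 with DMSO and 100% = unstimulated wells without agonist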
Target sequence (O00574 whole entry, looked up): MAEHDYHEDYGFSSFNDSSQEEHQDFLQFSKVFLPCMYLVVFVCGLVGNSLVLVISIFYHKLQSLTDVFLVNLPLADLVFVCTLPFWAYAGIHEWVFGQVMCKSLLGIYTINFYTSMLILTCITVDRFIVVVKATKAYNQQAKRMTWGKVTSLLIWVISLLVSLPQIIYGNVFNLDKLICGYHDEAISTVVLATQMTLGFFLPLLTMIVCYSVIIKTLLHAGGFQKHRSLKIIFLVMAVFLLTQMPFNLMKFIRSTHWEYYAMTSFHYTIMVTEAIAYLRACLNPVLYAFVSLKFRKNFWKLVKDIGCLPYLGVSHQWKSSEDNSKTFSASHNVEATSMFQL
Mdm2 MdmX PPI = inhibitors of human Mdm2-MdmX association, primary screen, cell-based, luminescence, split luciferase, SaOS-2, uHTS. Protein Mdm4 (Homo sapiens) + E3 ubiquitin-protein ligase Mdm2 (Homo sapiens), …. SaOS-2 split-luciferase Mdm2/MdmX complementation. inhibition, % at 8 µM. hit rate 3% among 330,000. AID 485346, 2010;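 active = inhibition of at least 50% at 8 µM in the primary screen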
UPR CHOP act = activators of apoptotic CHOP UPR arm, primary screen, cell-based, CHO-CHOP luciferase reporter, luminescence, uHTS; UPR activation; percent of tunicamycin response over DMSO baseline; activation, % at 10 µM; hit rate 0.34% among 330,000; AID 449763, 2010;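 active = at 10 µM dose, activation of 40% or more, normalized to positive control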;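 note: 100% = tunicamycin at 10 µg/mL and 0% = DMSO alone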
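System: CHO CHOP reporter cells. Amount: 500 cells per well. Buffer or medium: F12 medium, 10% FBS. Compound dosing: one dose, 10 µM in 0.5% DMSO. Incubation: 6 h compound exposure at 37 °C after overnight seeding. Technique: Steady-Glo luciferase luminescence. Benchmarks: tunicamycin and DMSO controls.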
tim23-1 inh = growth inhibitors of tim23-1 mutant yeast, primary screen, luminescence, uHTS; S. cerevisiae tim23-1 growth, BacTiter-Glo luminescence, 24 h; inhibition, % at 20 µM; hit rate 1.3% among 330,000; AID 463212, 2010;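 active = growth inhibition of the mutant yeast at or above 50%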;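 note: temperature-sensitive mutant grown at 25 °C; plate controls were DMSO-treated mutant yeast for no effect and medium wells lacking yeast for full effect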
CCR6 antagonist = CCR6 receptor antagonists, primary screen, cell-based, CHO-K1, luminescence, beta-arrestin, uHTS; C-C chemokine receptor type 6 (Homo sapiens), P51684; CHO-K1 CCR6 PathHunter beta-arrestin, CCL20-stimulated; inhibition, % at 20 µM; hit rate 0.49% among 340,000;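 active = compounds whose inhibition of the agonist-driven luminescence signal at 20 µM reaches about 50%, limit read from the data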;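 note: cells stimulated with CCL20 at 14 nM final; plate controls were DMSO with CCL20 for no effect and DMSO without agonist for full effect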
An asterisk follows results filed as active. This is a subset; rates above refer to the full screens.

Values in the order – APJ agonist	APJ antagonist	CXCR6 inh	EBI2 antag	Mdm2 MdmX PPI	UPR CHOP act	tim23-1 inh	CCR6 antagonist	UPR XBP1 act
O=C(COC(=O)c1ccc(Br)o1)Nc1ccc(F)cc1[N+](=O)[O-]
    5	-16	-27	-11	13	-0.8	17	-8	-3
CC(=O)N1CCN(Cc2nc3ccc(Cl)cc3n2CCO)CC1
    -1	27	9	-28	-9	-1.2	2	15	2
COc1ccc(CN2CCCN(C)CC2)c(OC)c1C
    0	9	5	-10	-30	1.2	0	-2	0
COc1ccc(CN2c3cc(S(=O)(=O)N4CCOCC4)ccc3N3CCCC32)cc1 (stereo unspecified)
    -2	-7	6	0	-1	0.8	-3	0	-1
O=C(NC1CC1)c1ccc(CN(c2ccccc2)S(=O)(=O)c2ccccc2)cc1
    -2	-4	-1	-3	-12	-0.8	-39	5	-5
Cc1cccc(C)c1NC(=O)NC1CC2CCC(C1)N2Cc1cccs1 (stereo unspecified)
    -8	-10	-2	0	-7	-1.4	-10	2	0
CCn1c(O)c(N=NC(=O)CNC(=O)/C=C/c2ccccc2)c2ccccc21
    -3	15	12	8	-7	0.0	14	15	-1
O=C(c1ccc(OC2CCN(Cc3ccccn3)CC2)cc1)N1CCC[C@H]1CO
    -1	-1	3	-2	4	1.2	15	-9	-3
Cc1c(C(=O)N(C)Cc2ccc(OC(F)F)cc2)oc2ccccc12
    -2	-23	8	18	-29	0.2	28	21	-4
CC(C)(C)NS(=O)(=O)c1ccc(CCC(=O)Nc2ccc3c(c2)OCO3)cc1
    -3	-1	8	0	12	0.6	10	-8	-3
O=C(COc1ccccc1Cl)NCCNC(=O)c1ccncc1
    1	3	-2	-8	8	-1.9	0	-9	-1
CCOc1ccc(Nc2nc3ccccc3n3cnnc23)cc1
    -3	5	-3	1	17	2.2	13	-4	6
CCC(CC)C(=O)Nc1cc(C(=O)OC)ccc1C(=O)OC
    5	9	4	2	-8	-1.2	10	-10	-1
Cc1ccc(NC(=O)Nc2ccccc2F)cc1S(=O)(=O)N1CCOCC1
    -3	10	-3	-2	6	1.2	21	3	1
COc1ccc(/C=N/n2c(=O)[nH]c3c([nH]c4ccc(F)cc43)c2=O)cc1CN1CCCCC1
    1	-4	9	13	-3	1.6	45	-4	-4

Ordered by count of non-hydrogen atoms (falling): some entries from above.
Values in the order – APJ agonist	APJ antagonist	CXCR6 inh	EBI2 antag	Mdm2 MdmX PPI	UPR CHOP act	tim23-1 inh	CCR6 antagonist	UPR XBP1 act
COc1ccc(/C=N/n2c(=O)[nH]c3c([nH]c4ccc(F)cc43)c2=O)cc1CN1CCCCC1
    1	-4	9	13	-3	1.6	45	-4	-4
COc1ccc(CN2c3cc(S(=O)(=O)N4CCOCC4)ccc3N3CCCC32)cc1 (stereo unspecified)
    -2	-7	6	0	-1	0.8	-3	0	-1
O=C(c1ccc(OC2CCN(Cc3ccccn3)CC2)cc1)N1CCC[C@H]1CO
    -1	-1	3	-2	4	1.2	15	-9	-3
CC(C)(C)NS(=O)(=O)c1ccc(CCC(=O)Nc2ccc3c(c2)OCO3)cc1
    -3	-1	8	0	12	0.6	10	-8	-3
Cc1ccc(NC(=O)Nc2ccccc2F)cc1S(=O)(=O)N1CCOCC1
    -3	10	-3	-2	6	1.2	21	3	1
Cc1cccc(C)c1NC(=O)NC1CC2CCC(C1)N2Cc1cccs1 (stereo unspecified)
    -8	-10	-2	0	-7	-1.4	-10	2	0
Cc1c(C(=O)N(C)Cc2ccc(OC(F)F)cc2)oc2ccccc12
    -2	-23	8	18	-29	0.2	28	21	-4
O=C(COC(=O)c1ccc(Br)o1)Nc1ccc(F)cc1[N+](=O)[O-]
    5	-16	-27	-11	13	-0.8	17	-8	-3
CCC(CC)C(=O)Nc1cc(C(=O)OC)ccc1C(=O)OC
    5	9	4	2	-8	-1.2	10	-10	-1
COc1ccc(CN2CCCN(C)CC2)c(OC)c1C
    0	9	5	-10	-30	1.2	0	-2	0

Continued.
Values in the order – APJ agonist	APJ antagonist	CXCR6 inh	EBI2 antag	Mdm2 MdmX PPI	UPR CHOP act	tim23-1 inh	CCR6 antagonist	UPR XBP1 act
Cc1cc(C)c(S(=O)(=O)N2CCN(C(=O)C(C)Cn3cncn3)CC2)c(C)c1 (stereo unspecified)
    0	9	4	-7	19	-0.2	5	-6	-1
O=C(Cn1ncc2c(=O)oc3ccccc3c21)NCC1CCCO1 (stereo unspecified)
    -2	7	-2	-2	27	-0.2	-3	-4	-2
Cc1cccc(N2CCN(c3nc4nonc4nc3N3CCSCC3)CC2)n1
    -6	1	7	9	-40	0.3	9	1	-3
C=CCn1c(NCc2ccc3c(c2)OCO3)nc2ccccc21
    1	8	-3	9	0	2.5	1	-3	0
COc1ccc(CNC(=O)c2cnn3c(C(F)F)cc(C)nc23)cc1
    -2	21	-4	-7	-5	-1.8	4	-6	0
COc1ccc(C(=O)COC(=O)/C=C/c2ccco2)cc1F
    0	23	8	-2	15	2.7	15	11	-1
CCCOc1ccccc1C1CC(=O)NC2=C1C(=O)CCC2 (stereo unspecified)
    -2	-2	-8	-5	58*	-1.3	12	13	-4
CC1CCCN(C(=O)CSc2nnc3ccccn23)C1 (stereo unspecified)
    0	-5	5	0	3	-0.4	-15	-7	2
CCSc1nc2ccccc2c(=O)n1C1CCOC(C)(C)C1 (stereo unspecified)
    -2	0	-3	0	-9	-1.9	6	8	-4
Cc1ccc(/C=N/N(C)C2=NS(=O)(=O)c3ccccc32)cc1
    -2	-14	1	8	19	-2.8	1	10	2
Cc1nc(CC(=O)N2CCN(c3cccc(C)c3C)CC2)cs1
    -2	7	2	-2	1	0.0	21	3	3
COc1cccc(C(=O)Nc2nc(-c3ccncc3)cs2)c1
    6	-12	-6	6	1	1.0	-3	-12	-2
CCOC(=O)CSc1nc2sc3c(c2c(=O)[nH]1)CC(C)(C)OC3
    -1	5	-7	8	19	-1.6	38	-11	-2
Cc1c(C2Nc3ccccc3NC3=C2C(=O)CC(C)(C)C3)cnn1C (stereo unspecified)
    4	5	4	5	-3	-1.2	18	19	-1
CC(C)=CCN1CCN(Cc2cnc(C)s2)CC1CCO (stereo unspecified)
    -2	-3	-7	-6	-41	-0.5	1	14	-3

Records listed above marked active in Mdm2 MdmX PPI.
compound | APJ agonist | APJ antagonist | CXCR6 inh | EBI2 antag | Mdm2 MdmX PPI | CCR6 antagonist | UPR XBP1 act
CCCOc1ccccc1C1CC(=O)NC2=C1C(=O)CCC2 (stereo unspecified) | -2 | -2 | -8 | -5 | 58* | 13 | -4

The results go on:
Values in the order – APJ agonist	APJ antagonist	CXCR6 inh	EBI2 antag	Mdm2 MdmX PPI	UPR CHOP act	tim23-1 inh	CCR6 antagonist	UPR XBP1 act
CCOc1ccc(S(=O)(=O)N(C)c2ccc(OCC(=O)NCCc3ccc(OC)cc3)cc2)cc1
    -4	-4	-4	55*	21	-0.1	7	6	-4
C=CCn1c(SCC(=O)NC2(C#N)CCCCC2)nnc1-c1ccncc1
    -4	15	3	2	5	-3.0	-6	0	-2
O=C(c1cc(-c2ccc(Br)cc2)on1)N1CCCC1
    0	-11	5	5	-107	1.9	6	4	-5
CC1=C(C(=O)N2CCOCC2)C(c2ccccc2F)C2=C(CCCC2=O)N1 (stereo unspecified)
    4	11	5	-3	10	-1.5	9	6	-4
COc1ccc(C(C(=O)NC(C)(C)C)N(Cc2ccco2)C(=O)CCC(=O)Nc2ccccn2)cc1 (stereo unspecified)
    -2	-22	2	0	-10	1.9	19	8	0
Cc1ccccc1C(=O)N1N=C(c2cccc(NS(C)(=O)=O)c2)CC1c1cccs1 (stereo unspecified)
    -1	21	4	4	-17	1.4	8	14	3
Cc1ccc(OCC(=O)c2cc(C)n(C)c2C)c([N+](=O)[O-])n1
    -2	16	-2	-5	29	2.6	10	2	-2
COc1ccccc1NC(=O)NNC(=O)c1ccc2ccccc2c1O
    11	-35	-6	-4	2	-0.5	10	-4	-2
CCN1C(=C(C#N)C#N)C=Cc2cc(C)ccc21
    -1	-4	-1	-4	5	-0.6	-3	-8	0
COc1cc(C(=O)OCc2ccccc2C#N)ccc1OCC(=O)N1CCOCC1
    -4	-3	2	-7	10	0.7	-7	-1	0
COc1ccc(CN2CCN(Cc3cccn3-c3ncccn3)CC2CCO)c(C)c1C (stereo unspecified)
    -4	15	2	7	-19	-0.8	9	12	0
O=C(Nc1csc(Cc2c(Cl)cccc2Cl)n1)NN1CCOCC1
    -2	15	6	5	16	1.1	12	16	-1
CCOc1ccc(N=NC2C(=O)N(C(N)=S)N=C2C)cc1 (stereo unspecified)
    -3	25	9	9	-35	4.5	35	7	-6
CCCn1c(/N=C/c2c[nH]c3ccccc23)nc2ccccc21
    2	-3	-3	1	-7	4.3	37	10	1
Cc1ccc(NC(=O)CSC2=C(C#N)C(c3ccco3)C3=C(CC(C)(C)CC3=O)N2)cc1 (stereo unspecified)
    -2	1	-5	2	51*	-0.9	7	5	-2
Cc1cc(NC(=O)C2CCCN(S(=O)(=O)c3c(C)noc3C)C2)no1 (stereo unspecified)
    -2	2	-2	3	1	-1.1	0	-2	1
O=C(Oc1c(Cl)cc(Cl)c2cccnc12)c1cccs1
    -3	4	34	15	76*	0.1	56*	28	3
N#Cc1cnn2c(-c3ccccc3)ccnc12
    -4	-13	5	-5	26	-0.6	2	9	2
CCOC(=O)CN(C)C(=O)CCc1nnc(-c2ccc(-c3ccccc3)cc2)o1
    2	-17	0	9	-14	3.3	26	15	-5
COc1ccc(NC(=O)C2=Cc3ccccc3OC2)cc1
    0	7	-9	31	-174	-1.1	15	17	-3
Cc1cc(C)cc(NC(=O)CCc2nc3ccccc3[nH]2)c1
    -6	0	5	-5	41	3.0	-13	-1	2
CCCCC(NS(=O)(=O)c1ccc(OC)cc1)C(=O)O (stereo unspecified)
    -2	14	0	-5	30	-0.8	6	-8	0
O=C(CSc1nc2ccccc2c(=O)n1-c1ccc(OC(F)F)cc1)NCc1cccs1
    -2	9	8	8	-21	1.1	-7	9	-2
